Source: PubChem BioAssay
T cell HTS: T cell immune modulation candidate | 2C CD8+ T cell-vesicle binding, flow cytometry; hits give low values | calls only at 7 µM | actives 0.068% (n = 330,000) | AID 2052;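 active = response, share of CD8 T cells binding vesicles, and their 90th percentile fluorescence all below set limits, cut at about 80% in these data, passing the limit was not always enough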
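Test system: purified 2C TCR transgenic mouse naive CD8+ T cells. Probe or stimulus: QL9-peptide-loaded Drosophila micro-vesicles bearing Ld, ICAM-1 and B7-1. Incubation: binding step 1.5 h, 37 °C, antibody labelling 20 min, ice. Measured by: flow cytometry of vesicle-bound cells.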
RSV CPE inhibition: inhibition of RSV-induced cytopathic effect – HEp-2 cells, primary 10 µM value included (AID 2391). HEp-2 cells, RSV-induced CPE inhibition; higher % means a stronger effect. actives 0.13% (n = 310,000). one-dose CPE inhibition, % at 10 µM; IC50 in µM for titrated hits; in the data active = a potency from the dose series; inconclusive = CPE inhibition mostly from about 23% at the one dose, without a potency; inactive = the rest, 99 in 100 with CPE inhibition below about 21%; note: strong numbers were not always called active
Large T inhibition: TAg ATPase/helicase activity blockers – biochemical (AID 1903); SV40 large T antigen ATPase/helicase inhibition assay; higher % means a stronger effect; inhibition, % at 20 µM, or IC50 in µM where a hit was titrated; actives 0.39% (n = 310,000); in the data active = a potency from the dose series; inconclusive = inhibition mostly from about 32% at the one dose, without a potency; inactive = the rest, 99 in 100 with inhibition below about 32%; note: strong numbers were not always called active
NS5 inhibitors: flavivirus cap methylation enzyme inhibition – biochemical, confirmation dose response, primary screen (AID 588689). actives 0.3% (n = 340,000). one-dose inhibition, % at 25 µM; IC50 in µM for titrated hits. Dengue-2 NS5 methyltransferase capping enzyme assay, biochemical; higher % means a stronger effect; in the data active = a potency from the dose series; inconclusive = inhibition above about 29% without an active follow-up result
NTR1 ag: NTR1-driven beta-arrestin-GFP spot formation – imaging, U2OS cells, high content, primary screen (AID 493036); activation, % at 20 µM; actives 0.17% (n = 330,000); agonist mode;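 active = activation at or above 40% of the spot to cytoplasm intensity ratio, with at least 20 cells analyzed; inconclusive = wells under 20 cells, flagged as cytotoxic or low count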;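 note: 0% = DMSO without peptide and 100% = 100 nM NTR1 peptide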
Target sequence (P30989 whole entry, looked up): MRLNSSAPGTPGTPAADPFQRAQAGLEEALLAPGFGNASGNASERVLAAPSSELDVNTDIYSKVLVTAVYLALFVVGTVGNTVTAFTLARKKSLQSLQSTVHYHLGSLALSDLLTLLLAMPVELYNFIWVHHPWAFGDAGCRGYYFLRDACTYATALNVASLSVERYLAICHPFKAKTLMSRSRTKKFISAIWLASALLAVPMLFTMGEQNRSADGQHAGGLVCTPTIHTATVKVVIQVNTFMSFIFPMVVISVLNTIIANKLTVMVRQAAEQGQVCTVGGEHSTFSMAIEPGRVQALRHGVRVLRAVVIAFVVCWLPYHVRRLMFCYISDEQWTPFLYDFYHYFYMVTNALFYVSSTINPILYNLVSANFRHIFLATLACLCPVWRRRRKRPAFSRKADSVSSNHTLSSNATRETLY
West Nile virus CPE: inhibition of WNV-induced cytopathic effect – cell-based, CPE readout (AID 1621) | West Nile virus-infected cells, CPE inhibition; higher % means a stronger effect | one-dose CPE inhibition, % at 10 µM; IC50 in µM for titrated hits | actives 0.02% (n = 290,000); in the data active = a potency from the dose series; inconclusive = CPE inhibition mostly from about 3.7% at the one dose, without a potency; inactive = the rest, 99 in 100 with CPE inhibition below about 2.2%; note: strong numbers were not always called active
Rac1 GTP hydrolysis: MgcRacGAP GTPase-activating activity inhibitors, confirmation, biochemical, ADP Hunter fluorescence. actives 0.6% (n = 340,000). MgcRacGAP-stimulated Rac1 GTP hydrolysis, ADP Hunter fluorescence; higher % means a stronger effect; GST-tagged Rac1 F28L mutant substrate. one-dose inhibition, % at 30 µM; IC50 in µM for titrated hits;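 active = first-screen hits whose inhibition reached a set limit at any dose in the follow-up dose series; inconclusive = inhibition above the set first-screen limit but never retested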;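 note: fluorescence reports GDP produced by GAP-driven GTP hydrolysis; strong numbers were not always called active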
UTI89 phage lysis: inhibition of K1F phage lysis, E. coli UTI89, bacterial capsule biogenesis inhibitors, alamar blue (AID 488966). E. coli UTI89 K1F phage lysis, alamar blue, 2 h; higher % means a stronger effect. one-dose inhibition, % at 100 µM; IC50 in µM for titrated hits. actives 0.02% (n = 340,000);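 active = phage lysis inhibition, versus mean bacterial control, above a set limit; inconclusive = no clear call, values can overlap the other calls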;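 note: capsule biogenesis inhibitors block K1F phage lysis so surviving cells raise fluorescence; higher fluorescence means more inhibition of phage lysis; actives were called in the ten point dose series up to 300 µM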
PhoP inhibition: PhoP-dependent GFP reporter repression – Salmonella Typhimurium, primary screen (AID 1863); S. Typhimurium PhoP-regulated promoter GFP reporter, 4 h; higher % means a stronger effect; one-dose inhibition, % at 50 µM; IC50 in µM for titrated hits; actives 0.16% (n = 300,000);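 active = inhibition over 29.93%, a cutoff 3 SD above the screen mean, later confirmed by dose response; inconclusive = inhibition over 29.93% but no dose response follow-up; inactive = inhibition at most 29.93% or unconfirmed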;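 note: 0% = low Mg2+ inducing control and 100% = high Mg2+ repressing control; strong numbers were not always called active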
T cell HTS vesicle-bound %: recorded beside T cell HTS, whose call it bears; double positive events, %; measured here: CD8+ vesicle-bound cell fraction;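 binding gate set so that unloaded-vesicle control wells show 10% double positive cells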
NTR1 ag cell count 20 µM: further read-out of NTR1 ag, marked with its call; cell count; measured here: cell count, cytotoxicity flag
NS5 inhibitors pilot replicate: recorded beside NS5 inhibitors, whose call it bears; inhibition, %; measured here: pilot screen replicate inhibition
* hit, by the source's call; i = inactive; ? = inconclusive; nt = not tested or not shown; & = joins results of further samples; [ ] = dose if it differs, or a comment.

Start of the data: the first five entries (preview)
SMILES	T cell HTS	T cell HTS vesicle-bound %	RSV CPE inhibition	Large T inhibition	NS5 inhibitors	NTR1 ag	NTR1 ag cell count 20 µM	West Nile virus CPE	Rac1 GTP hydrolysis	UTI89 phage lysis	PhoP inhibition	others
NC(=O)CC(NC(=O)Cc1cccc2ccccc12)c1ccc(NCc2ccccc2)c([N+](=O)[O-])c1 (centres undefined)	i	38	0.1%	0%	-5%	13	103	0.0%	7%	0.6%	-2%
CCN1CCN(C(=O)c2ccc3c(=O)n(C4CCCC4)c(=S)[nH]c3c2)CC1	i	15	-1.6%	4%	-4%	1.7	72	-0.1%	9%	0.2%	10%
CC(C)(CNC(=O)C1CCN(S(=O)(=O)c2cc([N+](=O)[O-])ccc2Cl)CC1)N1CCOCC1	nt	nt	nt	nt	-3%	0.7	69	nt	3%	0.4%[50 µM]	nt
O=C(NC1(C(F)(F)F)NC(=O)N(Cc2cccnc2)C1=O)c1ccccc1Cl (centres undefined)	i	16	1.9%	1%	-11%	0.0	83	-0.2%	1%	1.3%	6%	NS5 inhibitors pilot replicate=3.2
Cc1ccc(C)c(N(C(=O)c2ccco2)C(C(=O)NC2CCCC2)c2ccco2)c1 (centres undefined)	i	25	2.0%	5%	2%	-0.1	43	-0.8%	3%	0.0%	-3%

Main list, from the first entry:
SMILES	T cell HTS	T cell HTS vesicle-bound %	RSV CPE inhibition	Large T inhibition	NS5 inhibitors	NTR1 ag	NTR1 ag cell count 20 µM	West Nile virus CPE	Rac1 GTP hydrolysis	UTI89 phage lysis	PhoP inhibition	others
NC(=O)CC(NC(=O)Cc1cccc2ccccc12)c1ccc(NCc2ccccc2)c([N+](=O)[O-])c1 (centres undefined)	i	38	0.1%	0%	-5%	13	103	0.0%	7%	0.6%	-2%
CCN1CCN(C(=O)c2ccc3c(=O)n(C4CCCC4)c(=S)[nH]c3c2)CC1	i	15	-1.6%	4%	-4%	1.7	72	-0.1%	9%	0.2%	10%
CC(C)(CNC(=O)C1CCN(S(=O)(=O)c2cc([N+](=O)[O-])ccc2Cl)CC1)N1CCOCC1	nt	nt	nt	nt	-3%	0.7	69	nt	3%	0.4%[50 µM]	nt
O=C(NC1(C(F)(F)F)NC(=O)N(Cc2cccnc2)C1=O)c1ccccc1Cl (centres undefined)	i	16	1.9%	1%	-11%	0.0	83	-0.2%	1%	1.3%	6%	NS5 inhibitors pilot replicate=3.2
Cc1ccc(C)c(N(C(=O)c2ccco2)C(C(=O)NC2CCCC2)c2ccco2)c1 (centres undefined)	i	25	2.0%	5%	2%	-0.1	43	-0.8%	3%	0.0%	-3%
C(#Cc1c(-c2ccsc2)sc2ccccc12)c1ccsc1	i	53	nt	nt	2%	1.0	55	nt	7%	-0.6%	nt
COCc1c(C(=O)N/N=C/c2c[nH]c3ccccc23)nnn1-c1nonc1N	i	9	0.6%	8%	2%	0.0	39	-0.1%	3%	-0.3%	6%
Cc1ccc(C)c(S(=O)(=O)N/N=C/c2ccc(F)cc2)c1	i	6	2.1%	13%	-13%	1.1	42	-0.3%	4%	2.3%	-7%
CCc1cccc(CC)c1-n1c(SCn2nnc3ccccc3c2=O)nnc1-c1cccnc1	i	19	4.4%	2%	-10%	2.1	56	-0.3%	-16%	-0.1%	-1%
COc1ccccc1CN1CCNC(=O)C1CC(=O)N(C)Cc1ccon1 (centres undefined)	i	57	1.8%	5%	-6%	0.6	93	0.3%	10%	0.3%	15%
Cc1[nH]nc(N=CC2=C(O)CC(c3ccco3)CC2=O)c1-c1ccccc1 (centres undefined)	i	27	4.1%	8%	-5%&-18%	5.9	94	-0.2%	-1%&-2%	0.2%&1.9%	-9%	NS5 inhibitors pilot replicate=-15
O=C(c1ccccc1Cl)N(Cc1ccc(Br)cc1)N1C(=O)CCC1=O	i	27	1.5%	10%	0%	2.4	45	-0.1%	3%	-0.1%	4%
COC(=O)c1ccc(C23CC4(C2)[C@H](CN(C)[C@@H]4c2ccccc2)C3c2ccccc2)cc1 (some centres undefined)	i	10	-0.7%	5%	-8%	5.3	80	-0.5%	14%	2.1%	3%
Cc1ccc2ccc(S(=O)(=O)NCc3ccco3)cc2c1	i	27	42%	10%	-5%	-0.2	52	-1.1%	8%	-0.3%	-3%
CSCCC(NC(=O)c1ccccc1)C(=O)Nc1ccc(NC(C)=O)cc1 (centres undefined)	i	5	1.4%	7%	nt	0.7	56	0.6%	nt	nt	0%
CN(C)S(=O)(=O)c1ccc(N2CCCC2)c(C(=O)NNC(=O)COc2ccccc2Cl)c1	i	58	0.3%	5%	4%	-0.5	59	nt	5%	1.4%[50 µM]	7%
COc1cccc(CN2CC(C(=O)NCCCn3ccnc3C)CCC2=O)c1 (centres undefined)	i	69	-0.2%	12%	-8%	-0.2	58	0.0%	4%	0.2%	-2%
COc1ccc(Cl)cc1C(=O)Nc1ccc(NC(=O)c2ccco2)cc1	i	52	2.2%	-8%	0%	0.8	45	0.1%	12%	2.2%	35%
O=C(NCc1ccccn1)c1ccc(=O)oc1	i	48	0.0%	6%	-12%	0.2	75	0.0%	-4%	0.0%	-8%
COc1cccc(NC(=O)c2ncc(Cl)c(Cl)c2Cl)c1	i	33	2.5%	6%	-3%	3.1	51	0.2%	5%	0.1%	5%
COc1ccc(-c2ccc(C(C)=O)cc2)cc1[C@H]1[C@H]2C=CC[C@@H](C)[C@@H]2C(=O)N1Cc1ccccc1	i	11	-5.2%	0%	2%	2.8	86	1.5%	6%	0.7%	-7%
O=C(CSc1nnc(CNC(=O)c2cccs2)o1)Nc1ccccc1F	i	27	2.1%	8%	0%	-0.2	53	0.1%	3%	3.0%	2%
CC(Sc1n[nH]c(N)n1)C(=O)NC1CCCCC1C (centres undefined)	i	13	0.6%	4%	0%	-0.5	57	-0.1%	9%	1.3%[50 µM]	-4%
O=C(NCCN1C(=O)S/C(=C\c2ccccc2F)C1=O)C1CCCN1C(=O)c1cccs1 (centres undefined)	i	21	1.1%	8%	-16%	3.0	58	-1.0%	-14%	-5.8%	4%
CCOC(=O)/C(C#N)=C/C=C1/C=CC=CN1C	i	36	0.1%	17%	-11%	1.1	50	0.0%	14%	-0.1%	-8%

Continuation:
SMILES	T cell HTS	T cell HTS vesicle-bound %	RSV CPE inhibition	Large T inhibition	NS5 inhibitors	NTR1 ag	NTR1 ag cell count 20 µM	West Nile virus CPE	Rac1 GTP hydrolysis	UTI89 phage lysis	PhoP inhibition	others
COc1ccccc1NC(=O)/C(C#N)=C/c1ccc(OCCN2CCOCC2)c(OC)c1	i	10	0.5%	8%	-5%	0.2	48	-0.7%	5%	-0.1%	1%
COc1ccc(Cn2c(C(C)C)nc3sc4ccccc4c(=O)c3c2=O)cc1	i	9	?	4%	-1%	14	46	-0.3%	12%	1.1%	-11%
CC1(C)CC2CC(C)(CN2S(=O)(=O)c2ccc(C(=O)Nc3ccc(S(=O)(=O)N4CCOCC4)cc3)cc2)C1 (centres undefined)	i	65	0.4%	9%	5%	-1.2	107	-1.9%	14%	0.5%	5%
CC1(C)N=C(N)N=C(N)N1c1ccc(OCCCOc2ccccc2)c(Cl)c1	i	18	8.3%	15%	-10%	nt	nt	0.4%	12%	0.3%	?
Cn1c(SCC(=O)NC(=O)Cc2ccccc2)nnc1-c1ccc(F)cc1	i	52	nt	nt	-6%	1.5	70	nt	0%	0.9%	nt
COc1ccc(/C=C(\C#N)C(=O)Nc2cc(C)c(Cl)cc2OC)cc1O	i	18	-1.8%	11%	-1%	4.0	51	-0.1%	10%	0.4%	0%
COC(=O)c1sc(-c2ccccc2)cc1NC(=O)c1cc(OC)cc(OC)c1	i	55	0.0%	10%	-7%	1.1	58	0.3%	0%	2.5%	-9%
COc1cc(CNCCc2c[nH]c3ccccc23)cc(Cl)c1OCC(N)=O	i	37	-2.0%	12%	-5%	3.2	59	-0.2%	7%	2.3%	-3%
c1ccc(CN2CCN(c3nc4ccccc4s3)CC2)cc1	i	63	?	12%	-6%	4.1	79	-0.1%	10%	0.4%	-4%
CCCc1nnc(NC(=O)CC(=O)Nc2ccccc2C(=O)O)s1	i	17	2.2%	9%	5%	-0.7	46	1.3%	7%	0.7%	-12%
COc1ccc(OCC(=O)Nc2cc3c(cc2C(=O)O)OCCCO3)cc1	i	21	5.6%	4%	-7%	-0.5	40	0.3%	1%	-0.5%	0%
Nc1ccc(-c2nc3ccccc3s2)cn1	i	29	?	10%	-6%	1.4	48	-0.4%	12%	1.8%	-1%
COc1cccc(S(=O)(=O)NCc2ccc(C(=O)Nc3cccc(Cl)c3)cc2)c1	i	40	5.7%	9%	-5%	12	48	0.1%	13%	0.1%	3%
O=C(Nc1ccc(Cl)cc1Cl)N1CCN(c2ncccn2)CC1	i	25	9.0%	7%	-9%	-0.2	52	-0.2%	7%	-0.3%	-8%
COc1ccc2c(c1)CCc1c(C(=O)NC3CCCCC3)noc1-2	i	16	nt	1%	-5%	5.9	70	-0.8%	4%	6.6%	9%
O=C1Nc2cc(C(=O)N3CCC(N4CCCCC4)CC3)ccc2S/C1=C\c1ccccc1	i	27	-4.0%	19%	12%	4.1	70	-1.3%	-1%	-0.6%	-7%
Cc1ccccc1N=Nc1c(C)[nH]n(C(N)=S)c1=O	i	51	?	15%	-4%	3.6	83	0.4%	9%	0.1%	-3%
CCCCN(C(=O)c1ccc(N(C)S(=O)(=O)c2ccc(C)cc2)cc1)c1c(N)n(CCCC)c(=O)[nH]c1=O	i	13	-0.2%	16%	-6%	-0.7	68	nt	6%	0.9%[50 µM]	-8%
O=C(c1ccc(F)cc1F)N1CCCN(c2nc(-c3ccccc3)ns2)CC1	i	7	9.6%	5%	nt	0.5	45	0.0%	nt	nt	-2%
COc1ccc(C(=O)N[C@H](C(=O)OCc2cc(=O)oc3cc(C)ccc23)C(C)C)cc1	i	30	2.9%	-10%	-11%	0.6	82	0.0%	9%	0.9%[50 µM]	20%
O=C(O)CN1CCN(Cc2ccccc2)C1=O	i	14	nt	-54%	2%	0.4	55	0.6%	2%	0.2%	-9%
N=C1c2ccccc2CN1c1ccc(N2CCOCC2)c(S(=O)(=O)Nc2ccc(Cl)cc2)c1	i	39	0.0%	7%	nt	-0.3	64	-0.4%	nt	nt	-6%
CCOC(=O)C(NC(=O)CC(C)C)(Nc1cc(C)on1)C(F)(F)F (centres undefined)	i	28	0.1%	4%	-7%	2.8	70	0.0%	3%	0.2%	0%	NS5 inhibitors pilot replicate=3.6
